A-T KAP1 phos = potential ataxia-telangiectasia treatment | Potency, µM (doses to about 57.5 µM), without a hit: at the top dose activation, actives largely listed as activators | 320,000 compounds, 0.19% hits | […] A-T fibroblasts, KAP-1 phosphorylation AlphaLISA; neocarzinostatin DNA damage 30 min before lysis; also: potency is read from the fitted curve at half-maximal effect; % of control where 0% means no effect; nearly all actives have a fitted effect of over 45% in size
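hTERT-immortalized A-T patient fibroblasts ([…]), 500 cells/well in OPTI-MEM, 1% FBS, got compounds for 60 min, then NCS for 30 min at 37C. Lysates were then assayed for phospho-KAP-1 by AlphaLISA (anti-pKAP1 donor, anti-KAP1 acceptor beads), 6 hr at 25C.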
Chronic BCR inh = inhibitors of chronic active B-cell receptor signaling. ABC-DLBCL IkBa-CBG/CBR reporter, luminescence ratio, 4 h. Potency, µM (highest dose often 46.1 µM), for the others: top-dose ratio change, negative = lower green/red ratio, usual class: inhibitors. 340,000 compounds, 0.05% hits. AID 493014; active = well fitted inhibition curve with a large enough effect in the signal ratio, with a control signal flat, not every such curve was filed as active; inconclusive = small, poorly fitted or top-dose-only effect, or effect the other way, or a change in a side signal; the % refers to the signal ratio;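 also: potency is read from the fitted curve at half-maximal effect; plate controls were basal doxycycline-induced cells for no effect and cells given 10 µM MG132 for full effect; MG132 reads +100%, hits lower the ratio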
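TMD8 ABC-DLBCL cells carrying doxycycline-inducible green luciferase fused to IkappaBalpha plus unfused red luciferase were exposed to compounds (up to 46 uM) for 4 hrs at 37C. Activity came from the overlap-corrected green/red luminescence ratio.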
TCR activator = T cell receptor activation. AID 504894. 330,000 tested, under 10 active. primary human leukocytes, anti-CD3, IL-2 HTRF, 48 h. Potency, µM (titrated, usually from 9.22 µM), inactives show at the highest dose activation of IL-2 secretion, most hits filed as activators; also: % of control where 0% means no effect
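Primary human leukocytes incubated 48 hr with anti-CD3 beads plus compound, without co-stimulation. Secreted IL-2 measured by HTRF (europium cryptate/d2 anti-IL-2 pair, 320 nm excitation, 665 nm emission).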
GALK inhibitor = blocks human galactokinase activity. P51570. Potency, µM (doses to about 57.5 µM), without a hit: top-dose activity change, negative = inhibition, usual class: inhibitors. Purified GALK, Kinase-Glo residual ATP luminescence. 270,000 compounds, 0.007% hits; also: potency is read from the fitted curve at half-maximal effect; % is scaled to controls: 0 for no effect and ±100 for the full control effect
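Quantitative HTS: GALK 5 nM, ATP 35 uM, galactose 100 uM, 1 h room temperature, then luciferase-based ATP detection.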
hERG WT inh = inhibitors of human wildtype KCNH2 potassium channel. U2OS, BacMam KCNH2, thallium flux FluxOr; stronger effect = lower value. AID 720551. 340,000 compounds, 0.37% hits. activity change, % at 1.84 µM;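 active = maximum activity change below -70%; inconclusive = maximum activity change between -70% and -50%; inactive = maximum activity change above -50%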; also: % is scaled to controls: 0 for no effect and ±100 for the full control effect
Target sequence (Q12809 whole entry, looked up): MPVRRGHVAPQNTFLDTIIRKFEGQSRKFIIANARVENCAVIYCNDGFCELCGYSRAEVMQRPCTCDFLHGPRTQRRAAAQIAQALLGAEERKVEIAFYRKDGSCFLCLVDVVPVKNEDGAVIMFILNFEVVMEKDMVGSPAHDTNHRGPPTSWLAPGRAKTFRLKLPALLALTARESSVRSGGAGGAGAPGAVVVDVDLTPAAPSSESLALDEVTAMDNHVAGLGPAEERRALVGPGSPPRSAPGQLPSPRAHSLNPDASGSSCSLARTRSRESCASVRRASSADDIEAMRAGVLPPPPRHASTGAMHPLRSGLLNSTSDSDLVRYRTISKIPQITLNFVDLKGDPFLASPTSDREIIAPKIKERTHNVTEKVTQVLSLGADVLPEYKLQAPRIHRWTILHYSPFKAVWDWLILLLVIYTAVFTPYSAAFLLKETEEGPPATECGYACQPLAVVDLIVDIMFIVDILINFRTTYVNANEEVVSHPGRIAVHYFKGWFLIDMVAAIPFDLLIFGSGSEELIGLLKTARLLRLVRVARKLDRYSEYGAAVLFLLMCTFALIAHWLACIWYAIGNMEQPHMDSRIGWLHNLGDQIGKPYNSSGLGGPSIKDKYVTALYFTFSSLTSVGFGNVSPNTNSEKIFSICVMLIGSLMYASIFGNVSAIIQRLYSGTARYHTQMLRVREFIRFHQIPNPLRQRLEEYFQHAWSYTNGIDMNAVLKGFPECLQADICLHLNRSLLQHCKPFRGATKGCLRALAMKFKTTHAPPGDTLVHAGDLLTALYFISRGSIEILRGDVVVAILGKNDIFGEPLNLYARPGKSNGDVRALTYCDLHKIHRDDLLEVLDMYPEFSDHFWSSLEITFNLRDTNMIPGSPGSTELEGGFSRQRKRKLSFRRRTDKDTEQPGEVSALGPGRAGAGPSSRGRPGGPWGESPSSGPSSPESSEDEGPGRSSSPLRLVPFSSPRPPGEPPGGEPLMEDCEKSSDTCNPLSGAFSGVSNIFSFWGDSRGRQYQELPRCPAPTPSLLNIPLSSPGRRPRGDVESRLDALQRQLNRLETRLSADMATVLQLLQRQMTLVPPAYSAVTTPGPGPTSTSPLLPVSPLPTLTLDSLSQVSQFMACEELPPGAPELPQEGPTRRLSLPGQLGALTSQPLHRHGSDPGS
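U2OS cells were transduced with wild-type KCNH2 virus (2.03 x 10^8 / mL) for 4 h at room temperature, then cultured overnight at 37 C. Thallium flux was read with FluxOr dye. Rate constants were normalized to DMSO controls.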
Giardia kill = kills Giardia lamblia; Giardia lamblia trophozoite viability; activity change, % at 7.66 µM, hits read low; 340,000 compounds, 0.15% hits; AID 540267; in the data active = activity change below about -80%; inconclusive = between about -30% and that limit;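 also: parasites exposed to compound for two days anaerobically before the ATP read; % is scaled to controls: 0 for no effect and ±100 for the full control effect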
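Compounds were tested on trophozoites seeded at 100 cells/well and held 48 hrs at 37 deg C anaerobically. An ATP-based luminescent kit measured the remaining live cells.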
Coupling enz = counter-screen for Giardia aldolase inhibitors: coupling enzyme system; 290,000 compounds, 0.67% hits; coupling enzyme system counterscreen, AmpLite Red fluorescence; activity change, negative = inhibition, % at 58.2 µM, hits read low; AID 2472; in the data active = activity change below about -30%; also: % is scaled to controls: 0 for no effect and ±100 for the full control effect
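Activity here indicates interference with the coupling reaction, not aldolase inhibition. Compounds at 57.5 uM final met coupling enzymes for 10 min at RT; substrate and AmpLite Red detection followed, with a 525/598 nm fluorescence read after 20 min.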
TSHR antagonist = antagonists of human thyroid stimulating hormone receptor | TSHR-expressing cells, TSH-stimulated cAMP HTRF, 2 h; stronger effect = lower value | activity change, negative = inhibition, % at 11.5 µM | 330,000 compounds, 0.2% hits;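 active = activity change below a set negative limit, meaning inhibition stronger than a set level, cut at about -70% in these data; inconclusive = activity change between two set negative limits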; also: % is scaled to controls: 0 for no effect and ±100 for the full control effect
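TSHR-expressing cells were treated with compounds, then stimulated with TSH at EC80 (4nM final) for 2 hours at 37 deg C. Cellular cAMP was measured by HTRF competition between lysate cAMP and cAMP-d2 for a cryptate-labelled anti-cAMP antibody.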
CXXC DNA block = inhibitors of human MLL CXXC domain-DNA interaction; MLL-CXXC / FITC-HOXA9 DNA fluorescence polarization; Q03164; Potency, µM (titrated, usually from 115 µM), for inactives: at the top dose activity change, negative = inhibition, actives largely listed as inhibitors; AID 2662; 290,000 compounds, 0.037% hits; active = well fitted inhibition curve with a large enough effect in the polarisation, with a control signal flat, not every such curve was filed as active; inconclusive = small, poorly fitted or top-dose-only effect, or effect the other way, or a change in a side signal; inactive = no such curve, though single readings can be large or run the other way; the % refers to the polarisation; also: potency is read from the fitted curve at half-maximal effect
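Purified MLL-CXXC (added from a 7 uM solution) was preincubated 5 min at ambient with pinned compounds in 50 mM Tris-HCl pH 7.5, 50 mM NaCl, 1 mM DTT, 0.05% BSA. Fluorescein-labeled HOX-A9 DNA (50 nM solution) followed, 30 min, then polarization read.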
Tb PFK inh = inhibitors of T. brucei phosphofructokinase | O15648 | AID 485367 | T. brucei PFK, ADP-Glo luminescence | Potency, µM (series often up to 57.5 µM), for the others: at the highest dose activity, negative = inhibition, actives largely listed as inhibitors | 330,000 compounds, 0.17% hits;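 also: potency is read from the fitted curve at half-maximal effect; 0% = uninhibited 1x PFK enzyme wells and -100% = no-enzyme wells; nearly all actives have a fitted effect of over 60% in size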
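ADP-Glo luminescence quantified ADP after 45 min at room temperature, with 1.25 nM T. brucei PFK, 0.1 mM ATP and 0.5 mM fructose-6-phosphate in pH 8.0 TEA buffer. qHTS titrations up to 57 µM; curves classified by quality.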
Numbers without * were called inactive; [ ] = remark or other dose. Unless noted, calls follow the shape of the dose curve; as a rule, active = well fitted curve in the direction sought with a large enough effect; inconclusive = small, poorly fitted or top-dose-only effect, or another doubt; inactive = no such curve, though single readings can be large; an effect the other way counts as inactive or inconclusive. Not a hit list; any-hit rate near 1.6%.

How did Cc1nn(-c2ccccc2C(=O)O)c(=O)c2ccccc12 do in these assays?
A-T KAP1 phos: -5%; Chronic BCR inh: 2%; TCR activator: 6%; GALK inhibitor: -2%; hERG WT inh: -45; Giardia kill: 17; Coupling enz: 4; TSHR antagonist: -1; CXXC DNA block: -7%; Tb PFK inh: -3%

How did O=C(Nc1scc(-c2ccccc2)c1C(=O)O)c1ccccc1F do in these assays?
A-T KAP1 phos: -11%; Chronic BCR inh: inconclusive; TCR activator: -8%; GALK inhibitor: -4%; hERG WT inh: -2; Giardia kill: 0; Coupling enz: -19; TSHR antagonist: -13; CXXC DNA block: -17%; Tb PFK inh: 1%

How did CC(=O)N1c2ccc(S(=O)(=O)N3CCC(C(=O)N4CCCC(C)C4)CC3)cc2CC1C (stereo not given) do in these assays?
A-T KAP1 phos: 1%; Chronic BCR inh: 3%; TCR activator: -8%; GALK inhibitor: 1%; hERG WT inh: -20; Giardia kill: 16; Coupling enz: -1; TSHR antagonist: -12; CXXC DNA block: 10%; Tb PFK inh: 0%

How did CCc1nnc(NC(=O)CSc2nnc(CNC(=O)c3cc(OC)c(OC)c(OC)c3)o2)s1 do in these assays?
A-T KAP1 phos: 2%; Chronic BCR inh: -13%; TCR activator: -1%; GALK inhibitor: 1%; hERG WT inh: -4; Giardia kill: 4; Coupling enz: 2; TSHR antagonist: 29; CXXC DNA block: 17%; Tb PFK inh: -1%

Results for CCc1cc2c3c(c(=O)oc2cc1OC(C)C(=O)O)CCCC3 (stereo not given) ?
A-T KAP1 phos: -2%; Chronic BCR inh: 8%; TCR activator: -11%; GALK inhibitor: -5%; hERG WT inh: 5; Giardia kill: -28; Coupling enz: 3; TSHR antagonist: -25; CXXC DNA block: -13%; Tb PFK inh: 5%

How did COc1ccc(S(=O)(=O)Nc2ccc3oc4ncccc4c(=O)c3c2)cc1OC do in these assays?
A-T KAP1 phos: -5%; Chronic BCR inh: 1%; TCR activator: 0%; GALK inhibitor: 3%; hERG WT inh: -4; Giardia kill: 17; Coupling enz: 0; TSHR antagonist: 1; CXXC DNA block: -7%; Tb PFK inh: 1%

What do the screens show for `COc1ccc(-n2c(SCC(=O)Nc3ccc(Cl)cc3)nc(O)c(Cc3ccccc3)c2=O)cc1`?
A-T KAP1 phos: -5%; Chronic BCR inh: 0%; TCR activator: 4%; GALK inhibitor: -4%; hERG WT inh: -4; Giardia kill: -22; Coupling enz: 10; TSHR antagonist: -17; CXXC DNA block: -23%; Tb PFK inh: 1%

How did CCN(CC)C(=O)C1CCCN(Cc2ccc(OC)c(C)c2C)C1 (stereo not given) do in these assays?
A-T KAP1 phos: 0%; Chronic BCR inh: 9%; TCR activator: -8%; GALK inhibitor: -3%; hERG WT inh: 8; Giardia kill: 7; Coupling enz: 1; TSHR antagonist: -6; CXXC DNA block: -1%; Tb PFK inh: -2%

How did CCOC(=O)CSc1ncnc2c1cnn2-c1ccccc1 do in these assays?
A-T KAP1 phos: -4%; Chronic BCR inh: 24%; GALK inhibitor: -3%; hERG WT inh: -2; Giardia kill: -6; Coupling enz: 3; TSHR antagonist: -5; CXXC DNA block: 9%; Tb PFK inh: 1%

Results for CS(=O)(=O)c1nncn1-c1ccccc1 ?
A-T KAP1 phos: 0%; Chronic BCR inh: -2%; TCR activator: -4%; GALK inhibitor: 0%; hERG WT inh: -19; Giardia kill: -18; Coupling enz: 0; TSHR antagonist: -5; CXXC DNA block: -6%; Tb PFK inh: 0%

How did C=CCn1c(/N=C/c2ccc3c(c2)OCO3)nc2ccccc21 do in these assays?
A-T KAP1 phos: -4%; Chronic BCR inh: -1%; TCR activator: 1%[46.1 µM]; GALK inhibitor: -1%; hERG WT inh: 8; Giardia kill: -2; Coupling enz: 1; TSHR antagonist: 16; CXXC DNA block: 22%; Tb PFK inh: -6%

How did CCn1ncc(/C=N/NC(=O)c2ccc3c(c2)OCO3)c1C do in these assays?
A-T KAP1 phos: -2%; Chronic BCR inh: inconclusive; TCR activator: 10%; GALK inhibitor: -3%; hERG WT inh: 3; Giardia kill: -17; Coupling enz: 0; TSHR antagonist: 8; CXXC DNA block: -3%; Tb PFK inh: -6%

What do the screens show for `CS(=O)(=O)Nc1nnc(SCC(=O)Nc2cccc([N+](=O)[O-])c2)s1`?
A-T KAP1 phos: 1%; Chronic BCR inh: -5%; TCR activator: -1%[46.1 µM]; GALK inhibitor: 0%; hERG WT inh: 0; Giardia kill: 13; Coupling enz: 9; TSHR antagonist: 0; CXXC DNA block: 11%; Tb PFK inh: 7%

How did CCCCCN(C(=O)CCC(=O)OCC(=O)N1CCCC(C)C1)c1c(N)n(CCCC)c(=O)[nH]c1=O (stereo not given) do in these assays?
A-T KAP1 phos: 0%; Chronic BCR inh: -7%; TCR activator: 5%; GALK inhibitor: 5%; hERG WT inh: -10; Giardia kill: -10; TSHR antagonist: -12; CXXC DNA block: 9%; Tb PFK inh: -5%

What do the screens show for `Cc1cc(C)c2c(=O)[nH]c(=O)n(Cc3ccccc3)c2n1`?
A-T KAP1 phos: 20%; Chronic BCR inh: 15%; TCR activator: -5%; GALK inhibitor: 2%; hERG WT inh: -2; Giardia kill: -14; Coupling enz: 3; TSHR antagonist: 14; CXXC DNA block: 39%[activator]; Tb PFK inh: -7%

Results for Cn1c(SCC(=O)Nc2ccc(Cl)cn2)nnc1C1CC1 ?
A-T KAP1 phos: -2%; Chronic BCR inh: 12%; TCR activator: 10%; GALK inhibitor: -1%; hERG WT inh: 14; Giardia kill: -13; TSHR antagonist: -8; CXXC DNA block: 3%; Tb PFK inh: 12%

Results for CC(C)CN(CC(C)C)C(=O)CCCC(=O)N(CC(C)C)CC(C)C ?
A-T KAP1 phos: 8%; Chronic BCR inh: 1%; TCR activator: -1%[46.1 µM]; GALK inhibitor: 0%; hERG WT inh: -1; Giardia kill: -2; Coupling enz: 0; TSHR antagonist: 11; CXXC DNA block: -3%; Tb PFK inh: 4%

How did Cc1nnc(SCc2cccc3ccccc23)s1 do in these assays?
A-T KAP1 phos: 10%; Chronic BCR inh: -4%; TCR activator: -11%; hERG WT inh: 0; Giardia kill: -1; Coupling enz: 5; TSHR antagonist: -10; CXXC DNA block: -7%; Tb PFK inh: -4%

Results for O=C(CCNC(=O)c1ccccc1)NCCc1ccc(Cl)cc1 ?
A-T KAP1 phos: -4%; Chronic BCR inh: -5%; TCR activator: -4%; GALK inhibitor: 12%; hERG WT inh: 13; Giardia kill: -14; Coupling enz: 1; TSHR antagonist: -3; CXXC DNA block: 3%; Tb PFK inh: -2%

How did O=C(O)CCCNC(=O)/C=C/c1ccco1 do in these assays?
A-T KAP1 phos: -5%; Chronic BCR inh: 0%; TCR activator: -2%; GALK inhibitor: 2%; hERG WT inh: 2; Giardia kill: -4; Coupling enz: 0; TSHR antagonist: -9; CXXC DNA block: -10%; Tb PFK inh: -27%

How did O=C(C1CC1)N1N=C2CCCCC2C1(O)C(F)(F)F (stereo not given) do in these assays?
A-T KAP1 phos: 2%; Chronic BCR inh: 1%; TCR activator: 1%; GALK inhibitor: 1%; hERG WT inh: -9; Giardia kill: 1; Coupling enz: -1; TSHR antagonist: -5; CXXC DNA block: 4%; Tb PFK inh: 1%

What do the screens show for `COc1cc(NC(=O)c2ccco2)c(C(=O)OCC(=O)Nc2ncc(Cl)cc2Cl)cc1OC`?
A-T KAP1 phos: -1%; Chronic BCR inh: inconclusive; TCR activator: 3%; GALK inhibitor: -2%; hERG WT inh: 7; Giardia kill: 14; Coupling enz: -1; TSHR antagonist: -1; CXXC DNA block: -1%; Tb PFK inh: 1%

Results for COc1ccc(N2CCN(C(=O)CN(Cc3ccccc3)S(C)(=O)=O)CC2)cc1 ?
A-T KAP1 phos: -1%; Chronic BCR inh: 2%; TCR activator: -17%; GALK inhibitor: 1%; hERG WT inh: 2; Giardia kill: 8; Coupling enz: 2; TSHR antagonist: -6; CXXC DNA block: 7%; Tb PFK inh: -9%

Results for COc1cccc(CN2CCC(n3nccc3NC(=O)CCOc3ccccc3)CC2)c1 ?
A-T KAP1 phos: 8%; Chronic BCR inh: -3%; TCR activator: -6%; GALK inhibitor: 4%; hERG WT inh: -5; Giardia kill: 15; TSHR antagonist: -7; CXXC DNA block: -4%; Tb PFK inh: 0%

Results for Cc1cc(C(=O)COC(=O)c2n[nH]c(=O)c3ccccc23)c(C)n1C(C)C ?
A-T KAP1 phos: -4%; Chronic BCR inh: -2%; TCR activator: -1%; hERG WT inh: 3; Giardia kill: -22; TSHR antagonist: -12; Tb PFK inh: -8%
